Compound activity from PubChem BioAssay.
SKN-1 block: C. elegans SKN-1 inhibition; C. elegans VP596 Pgst-4::GFP/RFP ratio, acrylamide-induced, 24 h; inhibition, % at 21.8 µM; hit rate 0.49% among 360,000; AID 624304;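 active means interference check ratio from 0.5 to 1.5 plus GFP to RFP signal ratio inhibition reaching or exceeding a fixed threshold, cut at about 30% in these data, passing the limit was not always enough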; further: some compounds called inactive have numbers as strong as hits
NadD block: blocks S. aureus nicotinate mononucleotide adenylyltransferase | purified NadD enzyme, colorimetric absorbance read-out | inhibition, % at 20 µM | hit rate 0.78% among 360,000; in the data active means inhibition above about 26%; further: some compounds past the cut are filed as inactive
MT1-MMP act inh: blocks activation of human MT1-MMP; P50281; HT1080 RFP-PRO-GFP cells, GFP/RFP ratio fluorescence, overnight; percent of plate control window, DMSO zero; GFP/RFP ratio change, % at 20 µM; hit rate 0.061% among 360,000; AID 651647;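 active means GFP/RFP ratio change of at least 30% with cell ATP level not reduced by more than half and red fluorescence within 50% of control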; further: strong numbers were not always called active
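Test system: HT1080 cells expressing an RFP-PRO-GFP fluorescent reporter construct / Compound dosing: single-point 20 µM compound, 1% DMSO / Schedule: cells overnight before dosing, compound overnight, 37 °C, 5% CO2 / Evaluation: GFP/RFP fluorescence ratio / Control set: DMSO and RFP-L50D-GFP cell wells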
MLLE-PAM2 inh: inhibitors of microRNA-mediated deadenylation, human PABP1 MLLE binding; P11940; GST-MLLE / FITC-PAM2 fluorescence polarization; hit rate 0.36% among 360,000; AID 588489; inhibition, % at 20 µM; in the data active means inhibition above about 35%, passing the limit was not always enough;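 further: plate controls were DMSO wells with GST-MLLE for no effect and wells lacking GST-MLLE protein for full effect; some results filed as inactive read as strong as hits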
FAS TE block: blocks the thioesterase domain of human fatty acid synthase | P49327 | recombinant FAS-TE, OMFH fluorogenic substrate, fluorescence endpoint | inhibition, % at 15 µM | hit rate 0.67% among 360,000;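 active means compounds whose normalised, plate-corrected inhibition of enzyme fluorescence in the single-dose primary screen is 50% or more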;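 further: 0% = DMSO with enzyme and 100% = substrate without enzyme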
Neddylation inh: cullin neddylation inhibition | hit rate 0.58% among 360,000 | calls only at 25 µM | P61081+Q13564 | AID 651699 | TR-FRET cullin neddylation, biochemical; in the data active means inhibition above about 36%
Rpn11 block: inhibitors of human proteasome Rpn11. AID 588493. calls only at 20 µM. human 26S proteasome, Ub4-pepOG fluorescence polarization; 20S core pre-blocked with epoxomicin. hit rate 0.59% among 360,000;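 active means inhibition at 20 µM, scaled to each plate's controls, above about 33%, limit read from the data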
Target sequence (O00487 whole entry, looked up): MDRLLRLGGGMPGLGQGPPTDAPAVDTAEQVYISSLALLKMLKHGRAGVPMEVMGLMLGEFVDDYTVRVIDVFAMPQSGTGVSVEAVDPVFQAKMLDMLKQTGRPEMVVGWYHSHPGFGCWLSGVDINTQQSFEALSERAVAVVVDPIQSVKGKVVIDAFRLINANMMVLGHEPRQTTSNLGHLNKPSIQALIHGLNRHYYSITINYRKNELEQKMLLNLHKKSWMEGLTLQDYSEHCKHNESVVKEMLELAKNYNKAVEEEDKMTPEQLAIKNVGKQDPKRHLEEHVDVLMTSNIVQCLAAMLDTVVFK
Rin1-Abl PPI inh: inhibitors of human Rin1-Abl protein interaction | P00519+Q13671 | TR-FRET Rin1/Abl binding, biochemical | inhibition, % at 7.35 µM | hit rate 0.4% among 360,000 | AID 588664; in the data active means inhibition above about 5%, passing the limit was not always enough
CSN inh: CSN deneddylation inhibition. Q92905. Purified CSN, SCF-Nedd8-OG deneddylation, fluorescence polarization. inhibition, % at 12.5 µM. hit rate 0.38% among 360,000;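 active means pattern-corrected inhibition above about 35%, with an unprinted fluorescence ratio check between 0.5 and 1.5, limit read from the data, passing the limit was not always enough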;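 further: 0% = enzyme with substrate and 100% = substrate without enzyme; some results filed as inactive read as strong as hits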
Target sequence (Q92905 whole entry, looked up, one chain of several): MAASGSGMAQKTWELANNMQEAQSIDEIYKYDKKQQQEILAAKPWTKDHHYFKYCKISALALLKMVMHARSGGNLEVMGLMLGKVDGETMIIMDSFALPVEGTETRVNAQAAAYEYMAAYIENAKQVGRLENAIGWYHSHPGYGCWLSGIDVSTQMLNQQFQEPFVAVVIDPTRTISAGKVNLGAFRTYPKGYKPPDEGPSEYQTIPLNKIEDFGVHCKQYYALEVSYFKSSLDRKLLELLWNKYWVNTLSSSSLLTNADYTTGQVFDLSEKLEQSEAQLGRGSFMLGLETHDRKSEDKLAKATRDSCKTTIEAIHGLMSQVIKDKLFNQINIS
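Material: human Csn5 produced in HEK293T cells; Input: enzyme 0.24 nM; Reagent: SCFSkp2-Nedd8OG substrate at 10 nM final; Dosing: 12.5 µM compound; Incubation: 90 min reaction at room temperature; Detection: fluorescence polarization of the substrate; Evaluation: % inhibition of substrate cleavage by Csn5; Control set: substrate-only high control, full reaction low control.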
Active calls of the source: *; i = inactive; · = not tested or not shown; + = active, no number.

(1) O=C(Nc1nccs1)c1ccc(N2CCOCC2)c([N+](=O)[O-])c1
(2) CC(=O)N1CCc2cc(NS(=O)(=O)c3cccs3)ccc21
(3) CN(C)/C=C1/C=C(C=O)OC1=O
(4) NC(=S)N/N=C\c1c(OCc2ccccc2Cl)ccc2ccccc12
(5) COc1ccccc1C(=O)NNC(=O)C(=O)Nc1ccc(C)c(Cl)c1
(6) O=C(NC(c1ccc(-c2ccccc2)cc1)c1cnccn1)C1CCN(Cc2ccc(Cl)c(Cl)c2)CC1 (stereo not drawn)
(7) COc1cc(NCCCCC(C)N)c2nccc(C)c2c1 (stereo not drawn)
(8) CCCCOC(=O)c1ccc(NC(=O)c2ccoc2C)cc1
entry no.,1,2,3,4,5,6,7,8
SKN-1 block,16,-7,4,-2,-8,21,36*,7
NadD block,-5,0,2,20,7,-1,-73,-10
MT1-MMP act inh,-3,1,-3,1,3,-4,-13,-5
MLLE-PAM2 inh,4,-5,12,-11,18,2,-1,-1
FAS TE block,-4,-2,-5,2,0,19,-11,17
Neddylation inh,i,i,i,i,i,i,i,i
Rpn11 block,i,i,i,i,i,i,i,i
Rin1-Abl PPI inh,-9,2,1,2,4,3,-11,-1
CSN inh,-7,-8,1,-2,5,-7,-3,3

(9) CCCn1nnnc1NCc1cc(Br)ccc1OC
(10) O=C(NNC(=O)C1[C@H]2CCCC[C@@H]12)c1ccc(=O)oc1 (stereo partly drawn)
(11) Cc1ccc(C(C(=O)NCc2ccccc2)N(C(=O)c2csnn2)C2CC2)cc1 (stereo not drawn)
(12) N/C(=N\N=C\c1cccc([N+](=O)[O-])c1)c1nonc1N
(13) Cc1cc([N+](=O)[O-])ccc1NC(=O)C1CCCO1 (stereo not drawn)
(14) O=C(Cn1c(=O)cnc2ccccc21)N1CCN(S(=O)(=O)c2ccc(F)cc2)CC1
(15) Cc1ccccc1OCC(=O)NNC(=O)C1CCCCC1C(=O)O (stereo not drawn)
(16) CCOc1cc(N2CCOCC2)c(OCC)cc1NCC(=O)N1CCN(Cc2ccccc2)CC1
entry no.,9,10,11,12,13,14,15,16
SKN-1 block,1,4,7,26,14,8,11,3
NadD block,-6,4,2,-2,-6,-1,2,-1
MT1-MMP act inh,2,-7,-2,3,0,-1,0,5
MLLE-PAM2 inh,0,-21,22,0,0,-48,-9,-9
FAS TE block,-8,-4,1,0,-6,-5,-8,2
Neddylation inh,i,·,i,i,i,i,i,i
Rpn11 block,i,i,i,i,i,i,i,i
Rin1-Abl PPI inh,1,2,2,-3,-2,-2,-3,-2
CSN inh,2,9,1,-1,-12,-5,-5,4

(17) COCCNC(=O)C1CCCN(Cc2ccc(C(C)C)cc2)CC1 (stereo not drawn)
(18) CN1CCN(c2ccc(NC(=O)c3ccc(Cl)cc3Cl)cc2)CC1
(19) O=C1c2cccc3c(N4CCCCC4)ccc(c23)C(=O)N1c1ccc(O)cc1
(20) O=C(COC(=O)c1c2c(nc3ccccc13)CCCC2)c1ccc(Br)s1
(21) Cc1cc(NCCO)nc(N2CCOCC2)n1
(22) CC1Cc2ccccc2N1S(=O)(=O)c1cccs1 (stereo not drawn)
(23) Cc1cc(C)cc(N(C(=O)c2snc(C(N)=O)c2N)C(C(=O)NCC2CCCO2)c2ccc(C)o2)c1 (stereo not drawn)
(24) COc1ccc(NC2c3ncccc3C(=O)N2Cc2ccccc2)c(OC)c1 (stereo not drawn)
entry no.,17,18,19,20,21,22,23,24
SKN-1 block,-12,10,-23,9,4,62,12,-4
NadD block,-2,-10,22,13,3,-6,3,-1
MT1-MMP act inh,-2,2,-47,-2,-2,-10,-2,1
MLLE-PAM2 inh,-4,-1,14,5,5,-93,7,10
FAS TE block,-4,-2,-96,29,-8,-7,0,-4
Neddylation inh,i,i,i,i,i,i,·,i
Rpn11 block,i,i,·,i,i,·,i,i
Rin1-Abl PPI inh,-1,-1,0,-6,-5,1,-4,3
CSN inh,-1,1,15,0,4,57*,0,-3

(25) CCOn1c(SCC)nc2ccccc2c1=O
(26) O=C(O)C1=C[C@H](c2ccc(F)cc2)C[C@H](OCc2ccc(CO)cc2)O1
(27) C#CCOC(=O)/C(=C/C=C/c1ccccc1)NC(=O)c1ccccc1
(28) Cc1ccc(OCC(=O)Nc2cnn(CCCC(=O)O)c2)c([N+](=O)[O-])c1
(29) Clc1nc2c(-c3ccccc3)nnn2c2ccccc12
(30) O/N=C1\CCCc2nnc3c(c21)CCCC3
(31) CCOC(=O)C1CCN(C(=O)c2ccc3c(=O)n4c(nc3c2)CCCCC4)CC1
(32) CCC1CCCCN1CCCNC(=O)C1CCC(Cn2c(=O)[nH]c3ccccc3c2=O)CC1 (stereo not drawn)
entry no.,25,26,27,28,29,30,31,32
SKN-1 block,-5,1,5,-2,-1,-8,5,-4
NadD block,-5,0,-4,-1,-8,-3,9,0
MT1-MMP act inh,0,3,4,-1,-7,2,3,1
MLLE-PAM2 inh,2,8,-1,-3,3,5,5,7
FAS TE block,-4,-6,7,-8,16,-7,12,-6
Neddylation inh,i,i,i,i,i,i,i,i
Rpn11 block,i,i,i,i,i,i,i,i
Rin1-Abl PPI inh,1,1,0,8,-2,2,-2,-4
CSN inh,-4,1,-8,-3,3,3,-1,3

SKN-1 block: hit marks shown above
cpd | Compound | SKN-1 block | NadD block | MT1-MMP act inh | MLLE-PAM2 inh | Neddylation inh | Rpn11 block | Rin1-Abl PPI inh | CSN inh
7 | COc1cc(NCCCCC(C)N)c2nccc(C)c2c1 (stereo not drawn) | 36* | -73 | -13 | -1 | i | i | -11 | -3

Next part.
(33) CN(CCO)c1ncnc2c1sc1nc(N3CCOCC3)c3c(c12)CCC3
(34) CCCCN(CCCC)C(=S)NC(=O)c1ccccc1Cl
(35) CC(c1ccccn1)N(C)C(=O)c1ccc2nc(Cc3cccc(Cl)c3)oc2c1 (stereo not drawn)
(36) O=C1CSC(c2ccccn2)N1c1ccc(C(F)(F)F)cc1 (stereo not drawn)
(37) COc1ccc(/C=N/NC(=O)c2ccccc2OC)cc1COc1ccccc1[N+](=O)[O-]
(38) CC[C@@H]1C/C=C\Cc2ccccc2[C@@H](C(=O)C[C@@H](O)CC(C)=O)OC1=O
(39) O=C(OCc1cc2ccccc2[nH]c1=O)C1CCCO1 (stereo not drawn)
(40) Cc1c(C(=O)NCCCN2CCCCC2)oc2ccc3c(c12)C(O)CC1(CCCCC1)O3 (stereo not drawn)
entry no.,33,34,35,36,37,38,39,40
SKN-1 block,3,9,-10,-2,7,-1,-12,12
NadD block,0,-1,-9,-1,-5,-1,-1,-9
MT1-MMP act inh,11,7,5,2,0,-3,-2,-6
MLLE-PAM2 inh,-11,23,-11,3,-9,0,-2,-4
FAS TE block,-3,-1,0,5,25,-4,-10,2
Neddylation inh,·,i,i,i,i,i,i,·
Rpn11 block,i,i,i,i,i,i,i,i
Rin1-Abl PPI inh,1,0,1,-1,0,-4,2,0
CSN inh,-2,-2,3,3,101*,-1,-8,-2

Shown with values under each structure: entries from further up.
Below each SMILES: SKN-1 block	NadD block	MT1-MMP act inh	MLLE-PAM2 inh	FAS TE block	Neddylation inh	Rpn11 block	Rin1-Abl PPI inh	CSN inh
[35] CC(c1ccccn1)N(C)C(=O)c1ccc2nc(Cc3cccc(Cl)c3)oc2c1 (stereo not drawn)
    -10	-9	5	-11	0	i	i	1	3
[36] O=C1CSC(c2ccccn2)N1c1ccc(C(F)(F)F)cc1 (stereo not drawn)
    -2	-1	2	3	5	i	i	-1	3
[40] Cc1c(C(=O)NCCCN2CCCCC2)oc2ccc3c(c12)C(O)CC1(CCCCC1)O3 (stereo not drawn)
    12	-9	-6	-4	2	·	i	0	-2
[34] CCCCN(CCCC)C(=S)NC(=O)c1ccccc1Cl
    9	-1	7	23	-1	i	i	0	-2

Other results:
(41) S=C1SC2(CCCCCC2)NC2=C1CCCCC2
(42) Cc1c(Br)c(C(F)(F)F)nn1CC(=O)NCc1ccco1
(43) C[C@H]1CN([C@@H](C)CO)C(=O)c2cccc(NC(=O)Nc3ccc(C(F)(F)F)cc3)c2O[C@@H]1CN(C)S(=O)(=O)c1ccc(Cl)cc1
(44) Cc1cc(-c2ccc(C)c(S(=O)(=O)NCc3ccc(OC(C)C)cc3)c2)on1
(45) CCCC(=O)Nc1cc(C(=O)O)ccc1S(=O)(=O)c1ccc(Cl)cc1
(46) COc1ccc(NC(=O)c2ccccn2)cc1
(47) Cc1ccc(-n2nc3c(c2NC(=O)C(C)(C)C)CS(=O)(=O)C3)cc1
(48) CN(C)CCOC1c2ccccc2-c2ccccc21
entry no.,41,42,43,44,45,46,47,48
SKN-1 block,11,2,23,-4,12,18,6,-8
NadD block,14,-4,-9,-7,-5,-4,0,-10
MT1-MMP act inh,-6,1,-1,4,0,1,0,0
MLLE-PAM2 inh,29,2,0,7,-7,3,4,1
FAS TE block,2,3,58*,15,0,7,-7,-4
Neddylation inh,i,i,i,i,i,i,i,i
Rpn11 block,i,i,i,i,i,i,i,+
Rin1-Abl PPI inh,2,-3,3,-2,-1,-2,-4,-1
CSN inh,6,-2,-2,-1,-9,-3,2,1

(49) CC(C)(C)c1cc(C(=O)NCc2cc(F)cc3c2OCOC3)n(Cc2ccccc2)n1
(50) COc1cccc(/C=C2/NC(=O)NC2=O)c1OCC(=O)Nc1ccccc1
(51) COc1ccc2sc(NC(=O)NC(=O)c3c(Cl)cccc3Cl)nc2c1
(52) O=C(NC1CC1)C1=C[C@@H](c2c[nH]c3ccccc23)C[C@@H](OCc2ccc(CO)cc2)O1
(53) O=C1NC(Cc2ccc(O)cc2)c2nc3cc(F)ccc3c(=O)n2-c2ncccc21 (stereo not drawn)
(54) C/C(=N\NC(=O)Cn1cc([N+](=O)[O-])cn1)c1ccco1
(55) C[C@H](CO)N1C[C@H](C)[C@@H](CN(C)S(=O)(=O)c2ccccc2)Oc2c(NC(=O)Nc3ccc(C(F)(F)F)cc3)cccc2C1=O
(56) CC1CCN(CCC(=O)Nc2ccc(Br)cc2)CC1
entry no.,49,50,51,52,53,54,55,56
SKN-1 block,6,-4,-3,2,6,11,2,13
NadD block,1,-2,-4,4,-4,-4,-14,-6
MT1-MMP act inh,-6,3,-1,-2,-6,8,0,6
MLLE-PAM2 inh,-10,-17,0,-20,8,8,0,8
FAS TE block,28,-2,10,-5,-5,3,49,-8
Neddylation inh,i,i,i,i,i,i,i,i
Rpn11 block,i,i,i,i,i,i,i,i
Rin1-Abl PPI inh,1,-1,1,1,3,2,4,1
CSN inh,2,8,-4,3,-2,8,-1,0

(57) O=C(NC(=S)Nc1ccc2[nH]c(=O)[nH]c2c1)c1ccccc1Cl
(58) Cc1cccc(NC(=S)N2CCC(NC(=O)c3cccc(F)c3)CC2)c1
(59) COc1ccc(CC(=O)NCc2nnc(SCC(=O)Nc3ncc(C)s3)n2C)cc1
(60) COc1cccc(/C=C2\Sc3ccc(C(=O)NCc4cccnc4)cc3N(C)C2=O)c1
(61) CCC(NC(=O)c1ccccc1NC(=O)C(C)(C)C)C(=O)N1CC(C)OC(C)C1 (stereo not drawn)
entry no.,57,58,59,60,61
SKN-1 block,-3,3,7,7,14
NadD block,-2,10,1,5,1
MT1-MMP act inh,-1,3,-5,-4,5
MLLE-PAM2 inh,26,-114,-10,35,15
FAS TE block,-2,-4,-4,-4,-8
Neddylation inh,i,i,i,i,i
Rpn11 block,i,i,i,i,i
Rin1-Abl PPI inh,-5,4,2,0,0
CSN inh,2,7,14,-3,-1
